# PKM2 act = qHTS Assay for Activators of Human Muscle isoform 2 Pyruvate Kinase. Pyruvate kinase PKM (Homo sapiens), P14618. purified PKM2, Kinase-Glo ATP luminescence, activation; response scale: 0% is enzyme alone, no compound. Potency, µM (doses to about 57.5 µM), for inactives: at the highest dose activation, most hits filed as activators. 260,000 tested, 0.34% active; also: potency is read from the fitted curve at half-maximal effect; % is scaled to controls: 0 for no effect and ±100 for the full control effect; nearly all actives have a fitted effect of over 55% in size
#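 ATP formation by purified human PK-M2, quantified via coupled luciferase luminescence after 1 h at room temperature with 0.1 mM ADP and 0.5 mM PEP final.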
# p53 reactivation = qHTS assay for re-activators of p53 using a Luc reporter; H1299 p53-A138V BP100-luciferase reporter, luminescence, 24 h; Potency, µM (top dose mostly 92.2 µM), for inactives: top-dose activity change, positive = activation, actives largely listed as activators; 320,000 tested, 0.063% active; AID 504706, 2011; also: potency is read from the fitted curve at half-maximal effect; % of control where 0% means no effect; nearly all actives have a fitted effect of over 45% in size
#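 p53-null H1299 cells stably carrying temperature-sensitive p53-A138V and a BP100-luciferase reporter were pinned with compounds (4-point, 1:5 series) and held 24 hrs at 37 deg C. Luminescence was read 10 min after detection reagent.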
# Giardia kill = Small Molecules that selectively kill Giardia lamblia: qHTS; activity change, % at 7.66 µM, hits read low; 340,000 tested, 0.15% active; Giardia lamblia trophozoite viability; in the data active = activity change below about -80%; inconclusive = between about -30% and that limit;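 also: parasites exposed to compound for two days anaerobically before the ATP read; % is scaled to controls: 0 for no effect and ±100 for the full control effect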
#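 Compounds were tested on trophozoites seeded at 100 cells/well and held 48 hrs at 37 deg C anaerobically. An ATP-based luminescent kit measured the remaining live cells.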
# RORg inh = qHTS for inhibitors of ROR gamma transcriptional activity | AID 2551, 2010 | 310,000 tested, 5.4% active | Drosophila S2 Gal4-RORgamma UAS-luciferase reporter, 20 h | Nuclear receptor ROR-gamma (Mus musculus), P51450 | Potency, µM (series often up to 53.6 µM), inactives show at the highest dose activity change, negative = inhibition, actives largely listed as inhibitors; also: potency is read from the fitted curve at half-maximal effect; % is scaled to controls: 0 for no effect and ±100 for the full control effect; nearly all actives have a fitted effect of over 60% in size
# Target sequence (P51450 whole entry, looked up, the tested form may be a part): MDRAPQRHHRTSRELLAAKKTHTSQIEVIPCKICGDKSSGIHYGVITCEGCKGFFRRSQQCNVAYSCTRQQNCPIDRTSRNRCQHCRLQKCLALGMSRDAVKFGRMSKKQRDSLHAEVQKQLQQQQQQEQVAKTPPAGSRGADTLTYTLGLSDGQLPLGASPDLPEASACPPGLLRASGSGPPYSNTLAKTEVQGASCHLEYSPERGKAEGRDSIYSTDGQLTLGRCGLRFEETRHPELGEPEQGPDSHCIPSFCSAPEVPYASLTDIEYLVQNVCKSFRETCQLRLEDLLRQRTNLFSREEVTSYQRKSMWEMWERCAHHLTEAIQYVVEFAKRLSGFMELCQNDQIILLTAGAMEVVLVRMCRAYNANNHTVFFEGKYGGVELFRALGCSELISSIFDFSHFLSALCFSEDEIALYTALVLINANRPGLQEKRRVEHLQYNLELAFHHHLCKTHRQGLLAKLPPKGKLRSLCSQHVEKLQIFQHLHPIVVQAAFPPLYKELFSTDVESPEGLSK
#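 A Gal4/UAS one-hybrid system in insect cells: metallothionein-promoter Gal4–ROR gamma fusion plus Photinus luciferase reporter. Copper sulfate 700 uM final, 20 hr ambient incubation, luminescent detection after 10 min with reagent.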
# Rab9 prom act = qHTS Assay for Rab9 Promoter Activators | Huh7 Rab9 promoter-luciferase reporter, luminescence, 24 h | Potency, µM (series often up to 9.22 µM), without a hit: at the highest dose activation, negative = inhibition, most hits filed as activators | 320,000 tested, 2.8% active | AID 485297, 2010; also: potency is read from the fitted curve at half-maximal effect; % of control where 0% means no effect; nearly all actives have a fitted effect of over 60% in size
#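 Luciferase signal after 10 min detection reagent at ambient indicates Rab9 promoter upregulation; stably transfected Huh7 cells were treated 24 h with compound in DMSO at 37 °C, 5% CO2.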
# FLuc modulator = qHTS profiling assay for firefly luciferase inhibitor/activator using purifed enzyme and Km concentrations of substrates (counterscreen for miR-21 project) | Potency, µM (doses to about 57.5 µM), inactives show at the highest dose activity change, negative = inhibition, most hits filed as inhibitors | Luciferin 4-monooxygenase (Photinus pyralis), P08659 | 360,000 tested, 6.9% active | purified FLuc, Km substrates, luminescence inhibition | AID 588342, 2011;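 also: potency is read from the fitted curve at half-maximal effect; plate controls were vehicle for no effect and reference inhibitor for full effect; nearly all actives have a fitted effect of over 55% in size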
#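 Purified P. pyralis luciferase, 10 nM final, with Km-level 10 uM D-luciferin and 10 uM ATP in 50 mM Tris acetate pH 7.5, 10 mM Mg acetate, 0.01% Tween-20, 0.05% BSA; 6-point qHTS titration about 60 µM downward; luminescence read.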
# Menin-MLL TR inh = qHTS Assay for Inhibitors Targeting the Menin-MLL Interaction in MLL Related Leukemias: Competition With Texas Red Labeled MLL-derived Mutant Peptide. 270,000 tested, 0.23% active. Menin + Texas Red MLL mutant peptide, fluorescence polarization. O00255. Potency, µM (highest dose often 61.6 µM), inactives show at the highest dose FP activity change, negative = inhibition, actives largely listed as inhibitors; active = well fitted inhibition curve with a large enough effect in the polarisation, with a control signal flat, not every such curve was filed as active; inconclusive = small, poorly fitted or top-dose-only effect, or effect the other way, or a change in a side signal; inactive = no such curve, though single readings can be large or run the other way; the % refers to the polarisation; also: potency is read from the fitted curve at half-maximal effect; % of control where 0% means no effect; many of its hits are not listed in these tables
# Target sequence (O00255 whole entry, looked up): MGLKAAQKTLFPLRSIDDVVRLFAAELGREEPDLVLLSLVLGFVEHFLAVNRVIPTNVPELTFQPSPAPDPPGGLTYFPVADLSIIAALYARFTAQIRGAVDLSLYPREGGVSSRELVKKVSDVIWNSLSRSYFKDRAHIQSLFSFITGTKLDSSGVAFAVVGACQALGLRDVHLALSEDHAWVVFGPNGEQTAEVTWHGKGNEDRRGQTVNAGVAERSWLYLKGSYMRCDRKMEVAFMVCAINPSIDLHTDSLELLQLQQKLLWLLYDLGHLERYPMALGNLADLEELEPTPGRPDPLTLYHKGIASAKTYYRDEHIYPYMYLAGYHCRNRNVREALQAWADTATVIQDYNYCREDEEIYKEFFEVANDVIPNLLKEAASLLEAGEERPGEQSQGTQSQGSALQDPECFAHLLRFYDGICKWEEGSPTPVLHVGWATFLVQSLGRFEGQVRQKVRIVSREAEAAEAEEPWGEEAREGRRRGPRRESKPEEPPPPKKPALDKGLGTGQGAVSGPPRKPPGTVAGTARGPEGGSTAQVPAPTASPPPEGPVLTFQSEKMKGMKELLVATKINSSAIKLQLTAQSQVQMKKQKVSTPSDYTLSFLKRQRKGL
# BRCA1 expr up = qHTS Assay to Identify Small Molecule Activators of BRCA1 Expression; MCF7-BRCA1-FFLuc reporter, luminescence, 48 h; response scale: scaled: vehicle 0%, 10 µM genistein 100%; Potency, µM (top dose mostly 46.1 µM), inactives show at the highest dose activation, most hits filed as activators; 380,000 tested, 1.1% active; AID 624202, 2012; also: potency is read from the fitted curve at half-maximal effect; nearly all actives have a fitted effect of over 80% in size; some results filed as inactive show a strong effect at the top dose
#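 Luminescence from a BRCA1-driven firefly luciferase in MCF7 cells was read after 48 h compound exposure at 37 C. Data normalized against DMSO and a 10microM genistein activation control, then curve-fitted across the titration.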
# Gal4-VP16 FLuc = VP16 counterscreen qHTS for inhibitors of ROR gamma transcriptional activity; Drosophila S2 Gal4-VP16 UAS-luciferase, luminescence, 20 h; Potency, µM (series often up to 53.6 µM), for the others: at the highest dose activity, negative = inhibition, most hits filed as inhibitors; 310,000 tested, 3.5% active; AID 2546, 2010;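 also: Gal4-VP16 expression switched on by copper sulfate through the metallothionein promoter; potency is read from the fitted curve at half-maximal effect; % is scaled to controls: 0 for no effect and ±100 for the full control effect; nearly all actives have a fitted effect of over 50% in size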
# ELG1 genotoxic = qHTS screen for small molecules that induce genotoxicity in human embryonic kidney (HEK293T) cells expressing luciferase-tagged ELG1; Potency, µM (doses to about 46 µM), for the others: at the top dose activity change, positive = activation, hits mostly activators; 330,000 tested, 1.3% active; HEK293T ELG1-luciferase reporter, luminescence, 16 h; also: potency is read from the fitted curve at half-maximal effect; % of control where 0% means no effect; nearly all actives have a fitted effect of over 60% in size
#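 ELG1-luciferase HEK293T cells, 2,000/well; compound pinned in; 16 hr, 37 °C, 5% CO2; ONE-Glo, 30 min RT; luminescence on CCD imager.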
# NPC1 prom act = qHTS Assay for NPC1 Promoter Activators; Huh7 NPC1 promoter luciferase reporter, 24 h; Potency, µM (series often up to 9.22 µM), inactives show top-dose activation, most hits filed as activators; AID 485313, 2010; 320,000 tested, 2.4% active;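 also: potency is read from the fitted curve at half-maximal effect; % of control where 0% means no effect; nearly all actives have a fitted effect of over 60% in size; reporter is driven by a mutant NPC1 promoter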
#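 Huh7 reporter cells (NPC1 promoter driving luciferase) are dosed with compound for 24 h at 37 °C, 5% CO2; luciferase detection reagent is then added and luminescence measured after 10 min at ambient temperature.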
# * hit, by the source's call; ? = inconclusive; nt = not tested or not shown; & = joins results of further samples; [ ] = dose if it differs, or a comment. Unless noted, calls follow the shape of the dose curve; as a rule, active = well fitted curve in the direction sought with a large enough effect; inconclusive = small, poorly fitted or top-dose-only effect, or another doubt; inactive = no such curve, though single readings can be large; an effect the other way counts as inactive or inconclusive.
SMILES,PKM2 act,p53 reactivation,Giardia kill,RORg inh,Rab9 prom act,FLuc modulator,Menin-MLL TR inh,BRCA1 expr up,Gal4-VP16 FLuc,ELG1 genotoxic,NPC1 prom act
CCCn1c(SCC(=O)Nc2ccccc2C(=O)NC2CC2)n[nH]c1=O,nt,0%,2,nt,-4%,5%,nt,12%,nt,1%,-8%
CCc1cccc(C)c1NC(=S)N(CCN(C)C)Cc1cccs1,5%,2%,3,11µM*,-6%,-1%,-14%,-9%,-9%[10 µM],5%,-6%
COc1cccc(CNC(=O)CN(c2cc(C)cc(C)c2)S(=O)(=O)c2c(C)noc2C)c1,-19%,-2%,22,-4%,3.5µM*,3%,-2%[11.7 µM],0%,-2%,-10%,-1%
CCCOc1ccc(CC(=O)NCC2(c3ccccc3)CCOCC2)cc1OC,1%,6%,-7,26%,-5%,0%,-11%,-24%,-7%,-4%,0%
COc1cc(/C=N\NC(=O)c2ccc(-c3ccccc3)cc2)cc(OC)c1O,-8%,7%,33[activator],?,21%,9.5µM*,?,30%,?,4%,4%
Cc1ccc(S(=O)(=O)N2CCN(C(=O)C3CC(=O)N(c4ccc5c(c4)OCCO5)C3)CC2)cc1 (stereo not drawn),nt,0%,-28,nt,-6%,5%,nt,0%,nt,0%,-4%
COc1ccc(C(C(=O)NCC2CCCO2)N(C(=O)c2snc(C(N)=O)c2N)c2ccc(C)cc2)cc1OC (stereo not drawn),1%,-7%,6,3%,0%,-1%,-17%,-13%,6%,-3%,-2%
CCC(C)(C)NC(=O)C(c1cccn1C)N(Cc1ccc(C)cc1)C(=O)Cn1nnc2ccccc21 (stereo not drawn),3%,2%,1,-1%,0%,0%,31%[activator],-9%,3%,10%,8%
COc1ccc(C2CC(c3c(Cl)cccc3Cl)n3nc(N)nc3N2)cc1 (stereo not drawn),-3%,-3%,-19,12%,4%,-1%,-3%[11.7 µM],0%,1%,0%,0%
Cc1cccc2sc(NC(=O)C3c4ccccc4Oc4ccccc43)nc12,-7%,-4%,12,18%,-6%,5%,-95%,-37%,-29%,0%,3%
COc1cccc(CC2(CO)CCCN(Cc3cn[nH]c3C3CCCCC3)C2)c1 (stereo not drawn),?,-6%,-3,0%,-11%,-2%,-25%,-2%,2%,-4%,0%
COc1ccc(NC(=O)COC(=O)Cc2c(F)cccc2Cl)cc1,-3%,6%,18,45%,2%,?,-7%,-1%,23%,1%,-1%
NNC(=S)NCc1ccco1,4%,0%,29,7.1µM*,-2%,5%,nt,-8%,?,-3%,-2%
COc1ccc(NC(=O)Cn2c(-c3ccc(OC)cc3)cn(-c3ccc(C)cc3)c2=O)cc1,-5%,-5%,0,29%,-5%,?,nt,?,20%,14%,6%
COc1cc(CN2CCN(C3CCC3)CC2CCO)cc(OC)c1 (stereo not drawn),-1%,?,12,-21%,-2%,-16%,12%,-15%,-1%,0%,1%
O=C(CN1N=C(c2ccc(Cl)cc2)CCC1=O)NCc1cccnc1,-1%,-3%,-15,1%,-5%,1%,2%,-1%,-1%,-1%,-3%
N#Cc1c(NC(=O)CSc2ncc(-c3ccccc3)n2CC2CCCO2)sc2c1CCCC2 (stereo not drawn),-5%,1%,6,-6%,2%,3%,3%,-46%,4%,-9%,14%
CCNCCC(=O)N1c2ccccc2Sc2ccc(NC(=O)OCC)cc21,-2%,-13%,7,32%,6%,3%,-18%,-23%,-9%,3%,-7%
CCn1cnc2scc(-c3ccccc3)c2c1=O,-15%,-8%,2,?,-11%,-3%,-16%,-3%,25%,0%,0%
O=[N+]([O-])c1ccc(N2CCN(c3ccccc3O)CC2)cc1,nt,0%,-1,15%,7%,-2%,nt,-3%,1%,-1%,0%
Cc1noc(C)c1S(=O)(=O)N(C)Cc1ccccc1,0%,-3%,-3,-7%,-1%,-5%,-4%,-5%,2%,2%,-3%
CN(CC(=O)NCCc1ccc(F)cc1)Cc1cccc(Cl)c1,-6%,-1%,28,-7%,-6%,-4%,-14%,0%,5%,-4%,-4%
CC1=C(C(=O)Nc2ccccc2C(=O)NC2CCCCC2)SCCO1,nt,-2%,4,13%,10%,?,nt,5%,2%,-3%,14%
COc1ccc(CNC(=O)C2CCN(C(=O)N3CCOc4ccc(C)cc43)CC2)cc1,3%,3%,-19,28%,0%,3%&-10%,0%,3%,-2%,-5%,-5%
COc1ccc(/C(O)=C2/C(=O)C(=O)N(CC3CCCO3)C2c2cccc(O)c2)cc1 (stereo not drawn),1%,-6%,2,20%,0%,2%,21%,-1%,-4%,4%,-3%
O=C(COC(=O)Cc1ccccc1F)NNC(=O)c1ccc(Cl)cc1,nt,-4%,2,nt,2%,6%,nt,0%,nt,-3%,2%
Cc1ccc(S(=O)(=O)N2CCN(C(=O)c3ccccc3-c3nc4ccccc4s3)CC2)c(C)c1,nt,6%,8,nt,-4%,0%,nt,6%,nt,2%,-1%
CCc1ccc(OCCCC(=O)Nc2ccc(S(N)(=O)=O)cc2)cc1,?,-5%,1,40%,-6%,5%,?,0%,4%,-2%,-4%
COc1ccccc1NC(=O)C1=C(C)NC(=O)NC1c1ccc(C)s1 (stereo not drawn),0%,-4%,17,11%,-1%,-1%,-13%,3%,0%,5%,-1%
Cn1nc(C(=O)OCC(=O)Nc2ccc3ccccc3c2)c2ccccc2c1=O,-1%,8%,16,-1%,0%,-15%,29%,24%,-1%,-1%,-4%
COc1ccc(C(=O)N(c2ccc(C)cc2)C2C=CS(=O)(=O)C2)cc1OC (stereo not drawn),4%,-4%,-14,19%,-5%,1%,-6%,-13%,-2%,-17%,-5%
CC1(c2ccccc2)NC(=O)N(CC(=O)Nc2ccccc2C(=O)N2CCCCC2)C1=O (stereo not drawn),nt,7%,-4,nt,-5%,-1%,nt,-1%,nt,-2%,1%
CCn1c(SCC(N)=O)nc2c(c1=O)C1(CCCC1)Cc1ccccc1-2,3%,nt,-16,-20%,nt,0%,12%,-14%,-9%,nt,nt
CC(C)OC(=O)CCNc1n[nH]c(=O)[nH]c1=O,-6%,-1%,6,-17%,0%,5%,-3%,6%,1%,2%,-3%
CC(C)CC(=O)Nc1c2c(nn1-c1ccc(F)cc1)CS(=O)(=O)C2,nt,8%,-3,9%,-2%,2%,5%,4%,8%,-3%,1%
O=C(CCCC(=O)N(CC(=O)NC1CCCCC1)c1cccc(F)c1)Nc1ccccn1,nt,-1%,-2,-23%,2%,1%,-27%,-1%,-1%,1%,?
CCOC(=O)N1CCC(NC(=O)c2ccc(CNS(=O)(=O)c3ccc(F)cc3)cc2)CC1,0%,7%,14,28%,-8%,-1%,7%,-11%,-13%,-3%,-3%
CCCCOC(=O)CNc1n[nH]c(=S)[nH]c1=O,2%,5%,11,11%,-3%,4%,-3%,-18%,4%,-1%,1%
CN(C)S(=O)(=O)Oc1cc(Cl)ccc1C(=O)Nc1ccc(F)cc1F,-3%,1%,3,17%,0%,3%,1%,-14%,3%,2%,-4%
Cc1cc(C)c2cc(CN(Cc3nnnn3Cc3ccc(F)cc3)C3CCCC3)c(=O)[nH]c2c1,4%,-1%,-2,?,-2%,-2%,-4%,-46%,-4%,-6%,-3%
O=C(Cc1ccccc1)NCC1OCCc2ccccc21 (stereo not drawn),-1%,0%,-11,8%,19%,6%,20%,21%,3%,-4%,-2%
Cc1ccc(NC(=O)CCC(=O)N/N=C/c2ccco2)c(C)c1,-3%,-8%,-16,3%,1%,0%,19%,-20%,1%,1%,1%
CC(=O)c1ccc(N2CCN(C(=O)C3CCN(S(=O)(=O)c4ccc5c(c4)CC(C)N5C(C)=O)CC3)CC2)cc1 (stereo not drawn),8%[0.46 µM],-3%,-6,?,-6%,-1%,-4%,-15%,-19%,1%,1%
Cc1cc(S(=O)(=O)Nc2c(NC3CCCCC3)c3ccccc3oc2=O)ccc1F,nt,2%,-26,-25%,-3%,5%,nt,-18%,-11%,-9%,1%
Cc1c(C(O)CN2CCC(C(N)=O)CC2)c2ccccc2n1C (stereo not drawn),0%,-8%,6,-2%,0%,0%,-19%,-8%,-15%,0%,1%
Cc1ccc(C(C)C)c(OCC(=O)NC(=S)Nc2ccccc2N2CCOCC2)c1,1%,nt,-3,nt,0%,2%,18%,-30%,nt,-6%,-4%

# Screening data deposited in PubChem BioAssay by National Center for Advancing Translational Sciences (NCATS).

# Not all compounds are listed, so the mix of outcomes need not match the whole.
